Source: PubChem (National Center for Advancing Translational Sciences (NCATS))
TrxR1 inh: qHTS Assay for Inhibitors of Mammalian Selenoprotein Thioredoxin Reductase 1 (TrxR1): qHTS | Thioredoxin reductase 1, cytoplasmic (Rattus norvegicus), O89049 | recombinant rTrxR1, NADPH fluorescence consumption, selenite substrate | Potency, µM (highest dose often 114 µM), for inactives: top-dose activity change, negative = inhibition, usual class: inhibitors | hit rate 1% among 390,000 | AID 588453, 2011; note: potency is the fitted concentration of half-maximal effect; % is set by controls: 0 for no effect and ±100 for the full control effect; nearly all actives have a fitted effect of over 65% in size
Target sequence (O89049 whole entry, looked up): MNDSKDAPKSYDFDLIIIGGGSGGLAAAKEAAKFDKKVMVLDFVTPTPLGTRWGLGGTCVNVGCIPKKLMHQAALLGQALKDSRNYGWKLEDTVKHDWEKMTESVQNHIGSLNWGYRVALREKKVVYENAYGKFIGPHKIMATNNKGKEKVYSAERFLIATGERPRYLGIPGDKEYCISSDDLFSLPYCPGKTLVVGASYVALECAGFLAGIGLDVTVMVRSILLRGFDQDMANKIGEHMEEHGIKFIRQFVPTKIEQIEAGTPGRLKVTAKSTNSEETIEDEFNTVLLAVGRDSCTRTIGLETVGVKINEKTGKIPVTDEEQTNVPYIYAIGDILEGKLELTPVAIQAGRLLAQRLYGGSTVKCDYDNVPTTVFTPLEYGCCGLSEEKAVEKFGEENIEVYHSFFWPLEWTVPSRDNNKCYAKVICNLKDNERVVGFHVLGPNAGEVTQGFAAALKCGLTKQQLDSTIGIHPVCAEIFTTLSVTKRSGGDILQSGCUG
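Rat TrxR1 (90 nM in the dispensed reagent) was pre-reduced with 400 uM NADPH for 5 min at room temperature, then incubated with compound for 15 min. After 400 uM selenite was added, NADPH fluorescence (Ex 340/Em 450 nm) was followed for 8 min.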
USP1 inh: Inhibitors of USP1/UAF1: Primary Screen; recombinant USP1/UAF1, Ub-Rhodamine cleavage fluorescence; AID 743255, 2014; Ubiquitin carboxyl-terminal hydrolase 1 (Homo sapiens), O94782; Potency, µM (doses to about 57.1 µM), inactives show at the top dose activity change, negative = inhibition, usual class: inhibitors; hit rate 0.23% among 390,000; note: potency is the fitted concentration of half-maximal effect; % is set by controls: 0 for no effect and ±100 for the full control effect; nearly all actives have a fitted effect of over 60% in size; inactives centre near -12
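1 nM enzyme complex + cpd, 15 min RT; start with Ub-Rho 150nM final; kinetic fluorescence ex 480/em 540, 6 reads q60 s. Buffer 50mM HEPES pH 7.8, 0.5mM EDTA, 0.1 mg/ml BSA, 1mM TCEP, 0.01% Tween-20.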
mIDH1 inhibitor: qHTS for Inhibitors of mutant isocitrate dehydrogenase 1 (IDH1): qHTS | Potency, µM (titrated, usually from 76.6 µM), inactives show top-dose activity change, negative = inhibition, hits mostly inhibitors | hit rate 0.093% among 390,000 | AID 602179, 2012 | IDH1-R132H enzyme, NADPH consumption, diaphorase/resazurin fluorescence | Isocitrate dehydrogenase [NADP] cytoplasmic (Homo sapiens), O75874; note: potency is the fitted concentration of half-maximal effect; % is set by controls: 0 for no effect and ±100 for the full control effect; nearly all actives have a fitted effect of over 65% in size
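IDH1-R132H (0.5 ug/mL) preincubated 30 min with compound, then NADPH (0.016 mM) and alpha-KG (2 mM) added; 80 min at RT, pH 7.5. Remaining NADPH coupled via diaphorase/resazurin to fluorescence (540/590 nm); concentration-response curves normalized to no-enzyme control.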
RGS4 inhibitor: Inhibitors of Regulator of G Protein Signaling (RGS) 4: qHTS; Regulator of G-protein signaling 4 (Homo sapiens), P49798; Transcreener GDP fluorescence polarization, RGS4-accelerated GTP hydrolysis; Potency, µM (doses to about 114 µM), for the others: at the highest dose activity change, negative = inhibition, most hits filed as inhibitors; hit rate 0.039% among 390,000; note: potency is the fitted concentration of half-maximal effect; % is set by controls: 0 for no effect and ±100 for the full control effect; nearly all actives have a fitted effect of over 75% in size; some results filed as inactive show a strong effect at the top dose
Target sequence (P49798 whole entry, looked up): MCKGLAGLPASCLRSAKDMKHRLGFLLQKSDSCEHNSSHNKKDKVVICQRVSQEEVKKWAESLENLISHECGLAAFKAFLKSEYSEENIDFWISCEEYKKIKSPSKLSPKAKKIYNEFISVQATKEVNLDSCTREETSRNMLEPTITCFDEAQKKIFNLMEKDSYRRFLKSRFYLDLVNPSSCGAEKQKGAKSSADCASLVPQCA
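MLSMR compounds (23 nl, pin-transferred) preincubated 10 min at room temperature with a 500nM (2x) first reagent, then RGS4 at 900nM (2x) plus Transcreener GDP mix added; fluorescence polarization (620/688 nm) read before and after 90 min at 30 °C.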
Vif-A3F inh: qHTS for Inhibitors of Vif-A3F Interactions: qHTS; HeLa A3F-eYFP + Vif (tagged APOBEC3F with the HIV-1 protein that degrades it), YFP fluorescence increase; Potency, µM (doses to about 46.1 µM), without a hit: top-dose activity, negative = active; hit rate 0.2% among 390,000; AID 602313, 2012; note: potency is the fitted concentration of half-maximal effect; % of control where 0% means no effect; nearly all actives have a fitted effect of over 65% in size
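HeLa cells stably expressing A3F-eYFP plus Vif, plated and incubated overnight at 37 deg C, then exposed to compounds overnight at 37 deg C. Blocked degradation read as raised yellow fluorescence (Ex 488/Em 500-530).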
Vif-A3G inh: qHTS for Inhibitors of Vif-A3G Interactions: qHTS; DNA dC->dU-editing enzyme APOBEC-3G (Homo sapiens), Q9HC16; HeLa A3G-eYFP + Vif (tagged APOBEC3G with the HIV-1 protein that degrades it), YFP fluorescence, overnight; Potency, µM (highest dose often 46.1 µM), inactives show at the top dose activity, negative = active, actives largely listed as inhibitors; hit rate 0.076% among 410,000; AID 602310, 2012;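 note: potency is the fitted concentration of half-maximal effect; % is set by controls: 0 for no effect and ±100 for the full control effect; nearly all actives have a fitted effect of over 60% in size; hits raise eYFP signal because A3G escapes Vif-driven loss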
Target sequence (Q9HC16 whole entry, looked up): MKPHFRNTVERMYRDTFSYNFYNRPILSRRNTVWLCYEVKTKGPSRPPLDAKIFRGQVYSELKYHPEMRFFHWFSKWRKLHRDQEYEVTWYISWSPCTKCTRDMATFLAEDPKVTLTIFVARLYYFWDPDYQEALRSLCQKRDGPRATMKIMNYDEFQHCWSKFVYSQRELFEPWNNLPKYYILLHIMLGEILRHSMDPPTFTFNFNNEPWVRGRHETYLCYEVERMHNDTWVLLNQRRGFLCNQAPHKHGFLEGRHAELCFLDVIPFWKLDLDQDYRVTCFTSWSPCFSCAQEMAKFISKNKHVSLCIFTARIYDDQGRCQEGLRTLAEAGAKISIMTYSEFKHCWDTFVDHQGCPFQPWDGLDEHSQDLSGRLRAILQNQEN
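Read-out is eYFP fluorescence (Ex 488/Em 500-530) from Vif-expressing HeLa A3G-eYFP cells; more signal means A3G escaped Vif-mediated degradation. Cells plated overnight, compound pinned in, incubated overnight at 37 deg C.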
LDHA inh: qHTS assay for inhibitors of human lactate dehydrogenase | purified LDHA, NADH/diaphorase-resazurin fluorescence; hits give low values | activity change, % (values are at about 110 or 230 µM) | L-lactate dehydrogenase A chain (Homo sapiens), P00338 | hit rate 0.15% among 480,000; in the data active = activity change below about -30%; inconclusive = mostly about -25% to -30%;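 note: plate controls were DMSO wells for no effect and wells without enzyme for full effect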
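LDH5 2 nM; NADH 0.06 mM, pyruvate 0.2 mM; 200 mM Tris pH 7.4, EDTA, Tween-20; 5 min RT. Detection: diaphorase 0.133 mg/mL + resazurin 37 µM, fluorescence ex540/em590 at 0 and 20 min; normalized to enzyme-free and DMSO wells.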
GRP78 ERSR act: qHTS for Inducers of the Endoplasmic Reticulum Stress Response (ERSR) in Human Glioma: qHTS; U87-MG GRP78 promoter luciferase reporter, 16 h; Potency, µM, for the others: at the highest dose activation, most hits filed as activators; hit rate 0.02% among 420,000; note: potency is the fitted concentration of half-maximal effect; series mostly up to about 76 µM; % of control where 0% means no effect; nearly all actives have a fitted effect of over 35% in size
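Stably transfected U87-MG human glioma cells carrying a GRP78-based luminescent sensor were seeded at 1000 cells/well, pin-dosed with compounds and incubated 16 h. Luciferase reagent was then added, and end-point luminescence was read after 10 min at room temperature.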
TrxR1 substrate: qHTS Assay for Substrates of Mammalian Selenoprotein Thioredoxin Reductase 1 (TrxR1): qHTS; Thioredoxin reductase 1, cytoplasmic (Rattus norvegicus), O89049; purified TrxR1 substrate turnover, NADPH consumption readout; Potency, µM (top dose mostly 114 µM), for inactives: top-dose activity change, negative = substrate turnover; hit rate 0.01% among 390,000; AID 588456, 2011; note: potency is the fitted concentration of half-maximal effect; % is set by controls: 0 for no effect and ±100 for the full control effect; nearly all actives have a fitted effect of over 50% in size
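Rat TrxR1, dispensed at 90 nM, was prereduced with 400 uM NADPH (final) for 5 min at ~22 deg C, then incubated with compound 15 min before 400 uM selenite. A first-read NADPH fluorescence drop versus no-compound background flagged substrates.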
Starred values were filed as active, the others as inactive; u = inconclusive; x = no result given; [ ] = dose if it differs, or a comment. Unless noted, calls come from the whole dose curve; as a rule, active = well fitted curve in the direction sought with a large enough effect; inconclusive = small, poorly fitted or top-dose-only effect, or another doubt; inactive = no such curve, though single readings can be large; an effect the other way counts as inactive or inconclusive. Only part of the results is shown, so the mix of outcomes need not match the whole.

SMILES,TrxR1 inh,USP1 inh,mIDH1 inhibitor,RGS4 inhibitor,Vif-A3F inh,Vif-A3G inh,LDHA inh,GRP78 ERSR act,TrxR1 substrate
CCOC(=O)C1=C(C)C2C3C(=O)N(c4ccc(C)cc4C)C(=O)C3C1(C)C1C(=O)N(c3ccc(C)cc3C)C(=O)C21 (stereo not given),18%,-23%,1%,-10%,-19%,-1%,-7,-2%,8%
CC1=C(C(=O)N(C)C)CC(CC(=O)NC2CCCCC2)C(=O)N1CCC1=CCCCC1 (stereo not given),x,-15%,6%,x,8%,0%,1,2%,x
COc1ccc(NC(=O)NC2(C(=O)N3CCOCC3)CCCCC2)cc1,6%[57.1 µM],-19%,-6%,-9%,-1%,0%,-8,-3%,4%[57.1 µM]
COc1ccc(N2C(=O)CCC(C(=O)NCCN3CCOCC3)C2c2ccc(OC)c(OC)c2)cc1 (stereo not given),3%[57.1 µM],-7%,9%,-11%[11.4 µM],3%,0%,-5,-3%,-12%
CCc1cccc(CC)c1NC(=O)Cn1nnc2sc3c(c2c1=O)CCCC3,21%,-2%,8%,-8%,-8%,-2%,-5,-4%,-1%
Cc1ccc(CN2CCN(c3cccc4[nH]ccc34)CC2)cc1,16%,-20%,-13%,9%,1%,-1%,2,5%,-3%
COC(=O)c1ccc(C)c(NC(=O)CCCN2C(=O)CN(C)C2=O)c1,15%,-14%,2%,7%,-7%,-2%,-2,-1%,7%
COc1ccc(OCC(O)CNC(=O)Nc2cc(C)cc(C)c2)cc1 (stereo not given),17%,-23%,-4%,20%,-1%,-4%,0,-2%,-4%
COc1ccc(-c2csc(NCCc3nc4cc(Cl)c(N5CCCCC5)cc4n3CCOCCO)n2)cc1,12%[57.1 µM],-22%,-12%,-28%,-4%,-5%,-1,1%,6%[57.1 µM]
CC(=O)N1CCN(S(=O)(=O)c2cccc(C(=O)NC3CCCC(C)C3C)c2)CC1 (stereo not given),x,-14%,5%,x,0%,1%,1,-3%,x
COc1cc(C(=O)NCc2nnc(SCC(=O)NCc3ccco3)o2)cc(OC)c1OC,21%,-9%,-7%,-24%,0%,1%,-3,-6%,0%
CN(C)C(=O)N1CCC(C(=O)NCC2CCCO2)CC1 (stereo not given),9%,-5%,0%,8%,-4%,-1%,-4,-1%,8%
Cc1ccc(N2CCN(c3nc4ccccc4n4nnnc34)CC2)c(C)c1,-16%,6%,x,7%,x,x,-9,x,-7%
CCS(=O)(=O)N1CCC(C(=O)NCc2ccc(F)cc2)CC1,0%,-10%,-2%,-8%,2%,2%,-2,-4%,-9%
CCOC(=O)c1ccc(Nc2c(-c3ccc(N(C)C)cc3)nc3nc[nH]n23)cc1,12%[57.1 µM],4%,21%,-12%,0%,-2%,4,1%,0%[57.1 µM]
Cc1cc(C)c(S(=O)(=O)N2CCN(Cc3ccc4c(c3)OCO4)CC2)cc1C,28%,-10%,-12%,-15%,-7%,5%,3,0%,6%
COCCNC(=O)C1CCN(Cc2cc3ccccc3n2Cc2ccc(C)cc2)CC1,11%[57.1 µM],-8%,3%,-8%,-4%,1%,1,0%,0%[57.1 µM]
Cc1cc(-c2c(C)[nH]n(-c3ccc(Cl)cc3)c2=O)n(-c2ccc(Cl)cc2)n1,-7%,-14%,-7%,18%,x,-3%,-13,-4%,1%
CN(C)c1ccc(CNC(=O)c2ccc(NC(=O)N3CCCCc4ccccc43)cc2)cc1,1%[57.1 µM],-26%,11%,-12%,0%,0%,0,-2%,1%[57.1 µM]
CCN(CC)c1ccc(/C=N/NC(=O)CNC(=O)c2ccccn2)cc1,8%[57.1 µM],u,-6%,-8%,2%,-5%,-6,2%,17%
O=C(NCCOC(=O)c1ccc(S(=O)(=O)N2CCOCC2)cc1)c1cccnc1,17%[57.1 µM],-8%,4%,-17%,-3%,8%,-7,-1%,16%[57.1 µM]
CC1(C)CC2CC(C)(CN2C(=O)Cc2ccccc2)C1 (stereo not given),3%[57.1 µM],-10%,0%,-12%,-3%,-1%,0,1%,7%[57.1 µM]
CCOc1ccc(NC(=O)NCC2CCN(c3ccc(OC)cc3)C2)cc1 (stereo not given),-9%[57.1 µM],-16%,-6%,-17%,0%,0%,7,-1%,7%[57.1 µM]
COc1ccc(/C=N/c2nc3ccccc3n2C)cc1OC,14%,-13%,2%,-3%,-4%,0%,-8,2%,7%
Cc1ccc(-n2nnnc2SCC(=O)NC2CCCc3ccccc32)cc1 (stereo not given),1%,-15%,4%,u,3%,-3%,0,-1%,-1%
COc1ccc(-c2nc3sc(CCNS(=O)(=O)c4ccccc4)c(C)n3n2)cc1,19%[57.1 µM],u,-1%,10%,8%,8%,-3,0%,4%[57.1 µM]
O=[N+]([O-])c1ccc(N2CCN(CCO)CC2)cc1Sc1ccccn1,8%[57.1 µM],-23%,9%,-4%,-1%,1%,-10,0%,-5%[57.1 µM]
CC(NC(=O)c1cc2cc(Cl)ccc2oc1=N)c1ccccc1 (stereo not given),u,-7%,14%,22%,11%,2%,1,-5%,-11%
COc1ccc(C2CC(C(C)(C)C)=NN2c2ccc(S(N)(=O)=O)cc2)cc1 (stereo not given),9%,-22%,u,7%,6%,-3%,-1,-2%,-1%
O=C(O)CNc1nc(NCc2ccc(Cl)cc2)ccc1[N+](=O)[O-],x,-27%,8%,x,2%,-1%,-7,-3%,x
COc1ccc(C)cc1NC(=O)NNC(=O)c1cc2ccccc2cc1O,18%,20%,3%,-17%,1%,3%,-6,-2%,6%
NS(=O)(=O)c1ccc(CCN=C(NS(=O)(=O)c2cccs2)c2ccccc2)cc1,15%[57.1 µM],-5%,8%,-12%,6%,1%,-3,-3%,-8%
CCC(C(=O)Nc1cccc(-c2nc3cccnc3s2)c1C)c1ccccc1 (stereo not given),28%,-2%,0%,0%,0%,0%,0,-2%,14%
Cc1c(NC(=O)CCc2ccc(S(=O)(=O)N3CCOCC3)cc2)c(=O)n(-c2ccccc2)n1C,11%,-6%,26%,1%,0%,1%,-12,-7%,-2%
CCCCOC(=O)CCc1c(C)[nH]c(=O)c(C#N)c1C,5%[57.1 µM],-7%,0%,-21%[11.4 µM],-11%,1%,0,-7%,-7%[57.1 µM]
C=CCn1c(CNC(=O)c2ccccc2F)nnc1SCC(=O)NC(C)c1ccccc1 (stereo not given),7%[57.1 µM],-7%,-1%,-6%,-11%,2%,-1,-5%,1%[57.1 µM]
Cc1ccc(SCc2cc(=O)c3c(=O)n(-c4ccccc4)[nH]c3[nH]2)cc1,3%[57.1 µM],0%,2%,-9%,4%,-5%,0,-5%,-5%[57.1 µM]
COc1ccccc1C(=O)NCC(=O)N/N=C/c1ccc2c(c1)OCO2,-1%,u,0%,3%,-1%,u,-2,0%,2%
COCCNc1nc(N2CCCCC2)c2cnn(C)c2n1,8%,-14%,-5%,-18%,12%,2%,-9,-2%,-4%
Clc1cccc(OCCCN2CCCC2)c1Cl,5%,1%,5%,19%,-7%,-4%,-13,-4%,-7%
Cn1c(SCC(=O)N/N=C/C=C\c2ccccc2[N+](=O)[O-])nc2ccccc21,-1%,-5%,-2%,17%,-12%,-1%,-4,-4%,-6%
S=C(NCC1CCCO1)N1CCN(c2ccc(Cl)c(Cl)c2)CC1 (stereo not given),10%[57.1 µM],-3%,3%,-11%,9%,-4%,-5,-5%,-10%[57.1 µM]
Cc1ccc(S(=O)(=O)Nc2cc(-c3ccc(Cl)cc3)nn2C)cc1,30%,-12%,-28%,9%,1%,0%,-13,-4%,6%
COc1cccc(C2=NN(C(C)=O)C(c3cccs3)C2)c1 (stereo not given),10%[57.1 µM],-20%,5%,-5%,4%,2%,-7,1%,9%[57.1 µM]
COc1cc(/C=N/NC(=O)c2ccc(-n3cccc3)cc2)ccc1O,-18%,1%,6%,27%,8%,-15%,-4,6%,-17%
CCOC(=O)c1c(NC(=O)COC(=O)CCNS(=O)(=O)c2ccccc2)sc(C(=O)NC)c1C,-24%,-6%,3%,-53%,1%,0%,-13,-3%,-4%
